# TTR transcr act: TTR transcription activators in neuroblastoma reporter cells, primary screen, cell-based, luminescence, SH-SY5Y, TTR promoter Gaussia luciferase. 100% = recombinant luciferase protein wells. actives 1.3% (n = 92,000). activation, % at 16.7 µM;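 active = activation above the mean of all tested compounds plus 3 SD, cut at about 9.5% in these data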;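 note: cells exposed to compounds for one day before reading; 0% = median of all test compound wells on the plate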
# Starred values were filed as active, the others as inactive.
> COc1ccc(C2c3c(noc3C)CC(C)(O)C2C(C)=O)cc1 (stereo unspecified)
  TTR transcr act = -1.6

> COC(=O)Cn1c2ccccc2c2nc(=O)cc(C)n21
  TTR transcr act = -1.8

> COc1cc(/C=C(\C#N)C(=O)NCC2CCCO2)ccc1O (stereo unspecified)
  TTR transcr act = -1.6

> N#Cc1nc(-c2ccco2)oc1NCc1cccnc1
  TTR transcr act = -0.9

> O=C(Cn1ncc2c([nH]c3ccccc32)c1=O)Nc1ccc(F)cc1F
  TTR transcr act = -1.3

> FC(F)(F)c1cccc(Cn2ccc3ccc(-c4ccc5ccn(Cc6ccccc6)c5c4)cc32)c1
  TTR transcr act = 2.5

> COc1ccc(CNc2nc(NCc3ccc(OC)cc3)n(C(=O)c3ccncc3)n2)cc1
  TTR transcr act = -0.7

> CN(C(=O)Cc1csc(-c2ccccc2)n1)c1c(N)n(Cc2ccccc2)c(=O)[nH]c1=O
  TTR transcr act = 1.0

> COc1ccc(Cl)cc1C(=O)Nc1cc(=O)n(C)c(=O)n1C
  TTR transcr act = -1.1

> NC(=O)CSc1nnc(NC(=O)c2ccc(Br)o2)s1
  TTR transcr act = -1.0

> CC(C)(C)c1nn2cnnc2n(/N=C/c2ccccc2)c1=O
  TTR transcr act = -0.4

> O=[N+]([O-])c1ccc(Cl)cc1Sc1nc2ccccc2o1
  TTR transcr act = 8.7

> O=C(NCCc1ccc(Cl)cc1)c1cc(-c2ccncc2)nc2ccccc12
  TTR transcr act = -2.5

> CC(=O)c1ccc(NC(=O)c2cc(Cl)nc3ccccc23)cc1
  TTR transcr act = -0.8

> COc1ccc(C(O)Cn2cc([N+](=O)[O-])nc2C)cc1 (stereo unspecified)
  TTR transcr act = 0.6

> COc1cc(C(=O)N2c3ccccc3CC2C)cc(OC)c1OC (stereo unspecified)
  TTR transcr act = 8.5

> CC[C@]12c3[nH]c4ccc(Cl)cc4c3CCN1C(=O)[C@@H](CC(=O)NCCCOC)C[C@@H]2C(=O)N1CCN(C(=O)C2CC2)CC1
  TTR transcr act = -0.1

> COc1ccc(-c2nnn(CC(=O)N(CC(=O)NC3CCCC3)Cc3cccs3)n2)cc1OC
  TTR transcr act = 8.8

> COc1ccc(NC(=O)COC(=O)C23CC4CC(CC(NC(C)=O)(C4)C2)C3)cc1S(=O)(=O)N1CCOCC1
  TTR transcr act = 2.2

> COC(=O)c1cc(CNC(=O)CCCSc2ccccc2)ccc1OC
  TTR transcr act = 0.0

> COc1ccc(-c2nc3cc(NC(=O)Cc4ccc(OC)c(OC)c4)ccc3o2)cc1
  TTR transcr act = -5.0

> O=C(CCN1C(=O)[C@@H]2Cc3ccccc3CN2C1=O)NCc1ccccc1
  TTR transcr act = 0.8

> O=C(NCc1cccs1)C1CC(c2ccc(Cl)c(Cl)c2)=NO1 (stereo unspecified)
  TTR transcr act = 0.7

> COc1ccc(C(=O)Cc2ccc(OC)c(OC)c2)c(OC)c1
  TTR transcr act = 1.4

> O=C(O)C1CCN(c2ccc(S(=O)(=O)N3CCOCC3)cc2[N+](=O)[O-])CC1
  TTR transcr act = 3.1

# Molecules above with a furan ring, fused or not, in the order listed:
> N#Cc1nc(-c2ccco2)oc1NCc1cccnc1
  TTR transcr act = -0.9

> NC(=O)CSc1nnc(NC(=O)c2ccc(Br)o2)s1
  TTR transcr act = -1.0

# Following part
> Cc1nonc1OCC(C)(COc1nonc1C)NC(=O)c1ccc(Cl)cc1
  TTR transcr act = 3.8

> O=C(O)c1ccccc1C(=O)N1N=C(c2ccccc2)CC1c1ccccc1O (stereo unspecified)
  TTR transcr act = 0.8

> COc1ccccc1NS(=O)(=O)c1ccc(C(=O)N2CCCCCC2)cc1
  TTR transcr act = 3.8

> N#Cc1cccc(Nc2c3c(nc4ccccc24)CCCC3)c1
  TTR transcr act = -1.5

> CCCCc1ccc(NC2=NCC(=O)N2CCc2ccccc2)cc1
  TTR transcr act = -0.9

> Cc1ccc(NC(=O)CSCC(=O)N(C)CC(=O)Nc2cccc(F)c2)cc1
  TTR transcr act = -0.5

> CC(CC(=O)Nc1ncc([N+](=O)[O-])s1)c1ccccc1 (stereo unspecified)
  TTR transcr act = -3.0

> Cc1ccc(S(=O)(=O)N(C)Cc2ccc(-c3nnc4n3CCC4)cc2)cc1
  TTR transcr act = -1.3

> O=[N+]([O-])c1ccc(N2CCOCC2)cc1O
  TTR transcr act = 2.2

> Cc1cc(C(=O)OC(C)C(=O)Nc2cccc(Cl)c2)on1 (stereo unspecified)
  TTR transcr act = -0.9

> Clc1ccccc1-c1nnc2sc(-c3cccs3)nn12
  TTR transcr act = -0.7

> CCSc1ncccc1C(=O)N[C@@H](CCSC)C(=O)OC
  TTR transcr act = -1.4

> O=C(NCc1cccnc1)C1c2ccccc2C(=O)N1C1CCCC1 (stereo unspecified)
  TTR transcr act = 2.6

> Cc1cccc(NC(=O)CSC2=NN3CCCC(=O)N=C3S2)c1C
  TTR transcr act = 1.7

> COc1ccccc1C(=O)NC(CCSC)C(=O)NCc1ccncc1 (stereo unspecified)
  TTR transcr act = 2.9

> CCc1ccc(Nc2n[n+](-c3ccccc3)c(-c3cccc(C)c3)s2)cc1
  TTR transcr act = 0.9

> CCN1C(=O)/C(=C/C=C2/SCCN2C)SC1=S
  TTR transcr act = -4.0

> CCOC(=O)Cn1c(=O)sc2ccccc21
  TTR transcr act = 17*

> CCN1C(=O)/C(=C/N(C)C)c2ccccc21
  TTR transcr act = 0.8

> O=C(COC(=O)c1c(F)cccc1F)Nc1ccc2[nH]c(=O)[nH]c2c1
  TTR transcr act = -2.0

> Cc1ccc(NC(=O)CC2S/C(=N/N=C/C=C/c3ccccc3)NC2=O)cc1Cl (stereo unspecified)
  TTR transcr act = 0.3

> COC[C@H]1CCCN1c1cccc2c1S(=O)(=O)N(C1CC1)CCCO2
  TTR transcr act = 0.4

> N#Cc1c(N)n(-c2ccc(C(=O)O)cc2)c2nc3ccccc3nc12
  TTR transcr act = 0.7

> CC(Oc1ccccc1)C(=O)Nc1nnc(S(=O)(=O)N2CCCCCC2)s1 (stereo unspecified)
  TTR transcr act = 1.4

> O=C(c1ccc(COCC(F)(F)F)cc1)N1CCN(c2ccccn2)CC1
  TTR transcr act = 0.3

# Reformatted with values ahead of the structure: part of the list above.
TTR transcr act,Structure
0.4,COC[C@H]1CCCN1c1cccc2c1S(=O)(=O)N(C1CC1)CCCO2
17*,CCOC(=O)Cn1c(=O)sc2ccccc21

# An excerpt from above in order of their number in TTR transcr act, ascending.
canonical_smiles,TTR transcr act
CC(CC(=O)Nc1ncc([N+](=O)[O-])s1)c1ccccc1 (stereo unspecified),-3.0
CCc1ccc(Nc2n[n+](-c3ccccc3)c(-c3cccc(C)c3)s2)cc1,0.9
CC(Oc1ccccc1)C(=O)Nc1nnc(S(=O)(=O)N2CCCCCC2)s1 (stereo unspecified),1.4

# Later entries:
> OCC1(CCOc2ccccc2)CCN(Cc2cn[nH]c2-c2ccccc2)CC1
  TTR transcr act = -0.5

> CC12CCC(C(=O)NC(c3ccccc3)c3ccccc3)(OC1=O)C2(C)C (stereo unspecified)
  TTR transcr act = 5.7

> Cc1ccc(NC(=S)NCc2ccc(S(N)(=O)=O)cc2)cc1Cl
  TTR transcr act = 2.2

> COc1ccc(OC)c(Cc2nnc(CCC(=O)NCc3ccc(C)s3)o2)c1
  TTR transcr act = 2.3

> COC(=O)c1cnc(Nc2nc(C(N)Cc3ccccc3)cs2)nc1C(F)(F)F (stereo unspecified)
  TTR transcr act = -0.3

> Nc1c(C(=O)O)sc2nc(-c3ccccc3)c3c(c12)CCCC3
  TTR transcr act = -1.8

> Nc1nc(N2CCCCC2)nc(N2CCCCC2)n1
  TTR transcr act = 0.3

> COc1ccc(N/C=C\C(=O)c2ccc3ccccc3c2)cc1
  TTR transcr act = 1.4

> CCOC(=O)N1CCN(c2c(NCCCN(CC)c3cccc(C)c3)c(=O)c2=O)CC1
  TTR transcr act = 1.5

> CCN(CC)C(=O)CSc1nnc([C@@H](N)C(C)C)o1
  TTR transcr act = 5.3

> C[C@H]1CN=C(Nc2ccccc2)N1CCc1ccc(F)cc1
  TTR transcr act = 5.6

> Nc1ccc2nn(-c3ccccc3)nc2c1
  TTR transcr act = -2.7

> COc1cc2c(cc1OC)C(C)N(C(=O)c1sc(-c3cnccn3)nc1C)CC2 (stereo unspecified)
  TTR transcr act = 0.5

> COCCCNC(=O)c1cc2cc([N+](=O)[O-])cc(OC)c2oc1=O
  TTR transcr act = -0.6

> COc1ccc(NC(=O)C2CCCN(S(=O)(=O)c3ccc4c(c3)oc(=O)n4C)C2)c(OC)c1 (stereo unspecified)
  TTR transcr act = -0.6

> COC(=O)CC(C(=O)Nc1cc(C(=O)OC)cc(C(=O)OC)c1)N1CCN(C)CC1 (stereo unspecified)
  TTR transcr act = -0.1

> Cc1ccc(NC(=O)CN(C)C(=O)c2ccc(NS(=O)(=O)c3ccc4[nH]c(=O)[nH]c4c3)cc2)cc1
  TTR transcr act = 2.8

> Cc1ccnn1CC(=O)N/N=C/c1ccc([N+](=O)[O-])s1
  TTR transcr act = -1.4

> C/C(CC(=O)Nc1cccnc1)=N/NC(=O)COc1ccc(Cl)cc1Br
  TTR transcr act = -2.5

> Oc1ccc(CNC2CCCCC2)cc1
  TTR transcr act = 1.0

> CCCCC(CCC(=O)Nc1ccccc1C(=O)OCC)C(=O)O (stereo unspecified)
  TTR transcr act = 0.3

> Cc1nc(C(F)(F)F)nc(Nc2ccc(N=Nc3ccccc3)cc2)c1C#N
  TTR transcr act = 2.1

> O=C(CSc1nc2nc(-c3cccs3)cc(C(F)(F)F)c2c(=O)[nH]1)Nc1c(F)c(F)c(F)c(F)c1F
  TTR transcr act = -1.3

> Cn1c(=O)c(=O)n(C)c2cc(S(=O)(=O)NCCN3CCN(c4ccccc4F)CC3)ccc21
  TTR transcr act = -0.3

> Cc1ccc(CN2CCC(C(=O)NCCC(C)C)CC2)o1
  TTR transcr act = -0.4

> Cc1[nH]n(-c2ccc(F)cc2)c(=O)c1/C=N/c1sc2c(c1C#N)CCCC2
  TTR transcr act = -0.4

> NC(=O)Cn1c(=O)n(-c2ccccc2)c(=O)c2oc3ccccc3c21
  TTR transcr act = 3.8

> O=C1C2C3CCC(O3)C2C(=O)N1c1nccs1 (stereo unspecified)
  TTR transcr act = 0.9

> O=C(Cn1cc(COc2cc(F)cc(F)c2)nn1)c1ccc(O)cc1
  TTR transcr act = 2.3

> COc1ccc(/C=C(/CC(=O)Nc2ccccc2)c2nc3ccccc3s2)cc1
  TTR transcr act = 7.0

> CCCCOc1ccc(C2CC(=O)NC2=O)cc1 (stereo unspecified)
  TTR transcr act = -0.3

> CC(C)(C)OC(=O)CN1C(=O)C(Sc2n[nH]c(-c3ccccc3)n2)CCc2ccccc21 (stereo unspecified)
  TTR transcr act = -3.6

> CSc1cccc(CN2CCN(Cc3ccccc3)C(CCO)C2)c1 (stereo unspecified)
  TTR transcr act = 0.0

> CCc1ccc(Oc2c(Cl)cnn(-c3ccc(C)cc3)c2=O)cc1
  TTR transcr act = -2.0

> Cn1c(=O)n(C)c2cc([N+](=O)[O-])c(N3CCN(C(=O)c4ccccc4Br)CC3)cc21
  TTR transcr act = -2.8

> O=C(CSc1nnc(-c2ccccn2)n1Cc1ccccc1)N1CCCC1
  TTR transcr act = 0.9

> CCOC(=O)N1CCC(N(CCN(C)C)C(=S)Nc2cccc(Cl)c2C)CC1
  TTR transcr act = -1.0

> CCCCCOC(=O)CSc1nc2c(c(=O)[nH]c(=O)n2C)n1CCc1ccccc1
  TTR transcr act = -1.2

> CN(C)CCN1CCN(C(c2cc3ccccc3o2)c2nnnn2C(C)(C)C)CC1 (stereo unspecified)
  TTR transcr act = -1.8

> COc1cc(Br)cc(C=Nc2cccc(C(F)(F)F)c2)c1O
  TTR transcr act = -1.0

> CCN(CC)c1ccc(/C=N/NC(=O)CNC(=O)c2ccccn2)cc1
  TTR transcr act = -1.6

> COC(=O)CNC(=O)CN1C(=O)N(c2cccc(Cl)c2)C(N(O)C(=O)Nc2cccc(Cl)c2)C1(C)C (stereo unspecified)
  TTR transcr act = 10*

> COCCC(=O)N1CCCC(C(=O)c2ccc3c4c(cccc24)CC3)C1 (stereo unspecified)
  TTR transcr act = -1.9

> CC1(Cc2ccc3ccccc3n2)C(=O)Nc2ccc(OC(F)(F)F)cc21 (stereo unspecified)
  TTR transcr act = -1.2

> Cc1ccc(C(=O)OCC(=O)NCc2cccs2)cc1
  TTR transcr act = 11*

> Cc1ccc(SCCSc2nc(N)cc(=O)[nH]2)cc1
  TTR transcr act = -2.2

> O=[N+]([O-])c1cccc(-c2ccc3nnc(SCc4cccnc4)n3n2)c1
  TTR transcr act = 1.9

> Cc1nn(CC(=O)c2ccccc2Cl)c(C)c1[N+](=O)[O-]
  TTR transcr act = 4.0

> COCCNC(=O)c1cc2cc(Br)cc(OC)c2oc1=O
  TTR transcr act = -1.3

> O=C(NCCS(=O)(=O)N1CCCCC1)c1ccccc1
  TTR transcr act = 0.1

> CCc1ccccc1N/N=C(/C)c1c(O)cc(C)oc1=O
  TTR transcr act = 0.2

> CC(C)(CNC(=O)c1cc([N+](=O)[O-])ccc1N1CCC(Cc2ccccc2)CC1)N1CCOCC1
  TTR transcr act = 5.6

> Cc1nn(Cc2ccc(Cl)cc2)c(C)c1NC(=O)CCCn1nc([N+](=O)[O-])c(Cl)c1C
  TTR transcr act = 0.0

# Molecules listed so far containing two or more sulfur atoms (9):
> NC(=O)CSc1nnc(NC(=O)c2ccc(Br)o2)s1
  TTR transcr act = -1.0

> Clc1ccccc1-c1nnc2sc(-c3cccs3)nn12
  TTR transcr act = -0.7

> CCSc1ncccc1C(=O)N[C@@H](CCSC)C(=O)OC
  TTR transcr act = -1.4

> Cc1cccc(NC(=O)CSC2=NN3CCCC(=O)N=C3S2)c1C
  TTR transcr act = 1.7

> CCN1C(=O)/C(=C/C=C2/SCCN2C)SC1=S
  TTR transcr act = -4.0

> CC(Oc1ccccc1)C(=O)Nc1nnc(S(=O)(=O)N2CCCCCC2)s1 (stereo unspecified)
  TTR transcr act = 1.4

> Cc1ccc(NC(=S)NCc2ccc(S(N)(=O)=O)cc2)cc1Cl
  TTR transcr act = 2.2

> O=C(CSc1nc2nc(-c3cccs3)cc(C(F)(F)F)c2c(=O)[nH]1)Nc1c(F)c(F)c(F)c(F)c1F
  TTR transcr act = -1.3

> Cc1ccc(SCCSc2nc(N)cc(=O)[nH]2)cc1
  TTR transcr act = -2.2

# The list is partial, so the mix of outcomes need not match the whole.
